Screening data from PubChem BioAssay.
phage Ecoli inh: E. coli growth loss with phage present | growth absorbance | inhibition, % at 11.9 µM | actives 0.26% (n = 360,000) | AID 651602; in the data active means inhibition above about 11%
Tat export inh: inhibitors of E. coli Tat protein transport; inhibition, % at 10 µM; E. coli MC4100 TorA-mCherry Tat export, fluorescence; AID 488895; actives 0.036% (n = 340,000);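 active means mean replicate inhibition at least 50% and at least half of replicates individually reaching 50%; inconclusive means only one of the two criteria met; inactive means neither criterion met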;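 further: exported cargo escapes ClpAP degradation while cytoplasmic cargo is degraded and loses fluorescence; 0% = median of neutral control wells and 100% = median of NaSCN control wells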
SR-BI DiI inh: inhibitors of mouse SR-BI mediated HDL lipid uptake. ldlA[mSR-BI] CHO cells, DiI-HDL uptake fluorescence, 3 h. inhibition, % at 12.5 µM. actives 0.96% (n = 320,000). AID 488896;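 active means mean replicate inhibition of at least 70% and a set share of replicates each scoring 70 or more; inconclusive means meets just one of the two criteria; inactive means fails both criteria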;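 further: 0% = median of neutral control wells and 100% = median of positive control wells; values of inactives mirror those of a sister screen read the other way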
Target sequence (Q61009 whole entry, looked up): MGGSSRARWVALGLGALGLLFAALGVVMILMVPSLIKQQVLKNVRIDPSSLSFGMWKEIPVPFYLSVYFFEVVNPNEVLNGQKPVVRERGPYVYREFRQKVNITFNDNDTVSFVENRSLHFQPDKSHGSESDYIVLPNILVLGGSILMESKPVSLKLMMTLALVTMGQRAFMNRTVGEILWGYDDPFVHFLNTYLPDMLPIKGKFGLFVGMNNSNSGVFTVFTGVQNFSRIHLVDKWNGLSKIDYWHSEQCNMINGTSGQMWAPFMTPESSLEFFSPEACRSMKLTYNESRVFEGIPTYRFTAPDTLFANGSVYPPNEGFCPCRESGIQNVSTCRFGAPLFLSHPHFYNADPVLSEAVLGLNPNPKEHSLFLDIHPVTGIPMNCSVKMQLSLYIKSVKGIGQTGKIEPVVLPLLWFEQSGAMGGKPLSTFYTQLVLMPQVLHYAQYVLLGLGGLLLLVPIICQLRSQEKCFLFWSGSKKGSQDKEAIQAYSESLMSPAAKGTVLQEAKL
CAL PDZ FP-1: blocks peptide binding to human CAL PDZ domain. Q9HD26. purified CAL PDZ, TMR-peptide fluorescence polarization, 1 h. inhibition, % at 20 µM. actives 0.02% (n = 330,000). AID 504414;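 active means highest replicate inhibition of at least 40%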;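 further: plate controls were DMSO neutral control wells for no effect and unlabeled competitor peptide control wells for full effect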
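Material: tagged CAL PDZ protein CerCALP, purified; buffer or medium: sodium phosphate/NaCl buffer pH 7.4 with TCEP, IgG, Thesit; also added: fluorescent TMR peptide probe; schedule: 1 h incubation at room temperature before polarization reading; technique: fluorescence polarization from S- and P-plane intensities, G-factor corrected; control set: unlabelled peptide and DMSO controls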
E coli growth: reduces bacterial viability in AddAB counter-screen. E. coli V3065 growth, OD600 absorbance, 18 h. inhibition, % at 11.9 µM. actives 0.27% (n = 330,000). AID 449728;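 active means inhibition above the campaign's mean inhibition across all tested compounds plus 3 SD, cut at about 9.9% in these data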;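 further: uninfected addAB+ strain grown without phage in ampicillin broth; 0% = DMSO wells and 100% = ciprofloxacin 0.95 µg/ml wells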
SR-BI DiI-HDL act: activators of SR-BI mediated HDL lipid uptake | CHO ldlA[mSR-BI] cells, DiI-HDL uptake fluorescence, 3 h; 100 = double the neutral-control signal | activation, % at 12.5 µM | actives 0.096% (n = 320,000) | AID 504775;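 active means mean replicate activation of at least 60% and every replicate at or above 60%; inconclusive means mean or all-replicate condition met, but not both; inactive means mean below 60% and not all replicates reaching 60%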;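 further: 0% = median plate neutral-control signal and 100% = twice that signal; values of inactives mirror those of a sister screen read the other way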
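System: CHO ldlA[mSR-BI] cells / Medium: HEPES-buffered (25 mM, pH 7.4) F12 plus 0.5% BSA / Probe or stimulus: labelled HDL, 10 µg/mL / Doses: single compound concentration, delivered by pin transfer / Schedule: 3 h, 37 °C / Measured by: DiI fluorescence, bottom read / Measure: cell-associated DiI fluorescence as measure of HDL uptake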
AddAB inh: less growth of phage-infected E. coli with AddAB; E. coli expressing H. pylori AddAB, absorbance growth; inhibition, % at 11.9 µM; actives 0.29% (n = 330,000); AID 435030; in the data active means inhibition above about 12%;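 further: 0% = vehicle wells of infected cells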
MITF TRPM1 HTS: activators of MITF-driven TRPM1 promoter activity in SK-MEL-5 cells; activation, % at 12.5 µM; SK-MEL-5 TRPM1-promoter luciferase, 24 h; % of positive control, neutral wells = 0; actives 0.75% (n = 300,000);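 active means mean activation of at least 80% with every replicate also reaching 80%; inconclusive means mean reaches 80% but some replicate falls short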;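 further: 0% = neutral control wells and 100% = parthenolide positive control wells; values of inactives mirror those of a sister screen read the other way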
Wnt bcat act: activates Wnt/beta-catenin signaling in a reporter cell assay | activator, plate reader | activation, % at 9.35 µM | actives 1.2% (n = 300,000); in the data active means activation above about 30%, passing the limit was not always enough; inconclusive means no clear call, values can overlap the other calls;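 further: 0% = neutral control wells and 100% = positive control wells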
CAL PDZ FP-2: blocks peptide binding to the human CAL PDZ domain; Q9HD26; purified CAL PDZ, TMR-peptide fluorescence polarization, 1 h; inhibition, % at 24.9 µM; actives 0.92% (n = 300,000); AID 602252;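 active means mean inhibition of at least 30% with at least half of replicates also reaching 30%; inconclusive means no clear call, values can overlap the other calls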;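 further: 0% = DMSO neutral control and 100% = excess unlabeled competitor peptide PRC23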
* = called active by the depositor; ? = inconclusive; . = no result given. Random draw from the library; 3.6% or so of the library scored in one or more.

SMILES	phage Ecoli inh	Tat export inh	SR-BI DiI inh	CAL PDZ FP-1	E coli growth	SR-BI DiI-HDL act	AddAB inh	MITF TRPM1 HTS	Wnt bcat act	CAL PDZ FP-2
C/C(Cl)=C\Cn1c(N2CCCCCC2)nc2c1c(=O)n(C)c(=O)n2C	0.0	5	-3	-1.9	-1.8	3	1.0	-2	.	-3
O=C(CN1CCCCC1)N1CCN(S(=O)(=O)c2ccccc2)C1	1.1	-5	-16	0.3	-1.3	16	-0.3	5	1	-2
CCCc1nc2ccccc2c(C(=O)OCC(=O)N2CCc3ccccc32)c1CC	4.7	-1	57	-0.6	1.3	-57	1.5	0	-2	1
Cc1nc2[nH]c(=O)c3c(n2n1)NC1=C(C(=O)CC(C)(C)C1)C3c1ccccc1 (centres undefined)	3.1	13	-6	-0.7	1.7	6	0.3	1	-2	.
COc1cc(C(=O)OCC(=O)N(C)Cc2ccccc2)cc(OC)c1OC	1.0	-14	8	.	-1.4	-8	0.8	-2	-2	.
CCCC(=O)Nc1ccc(NCc2ccc(C)s2)cc1	2.1	-4	4	0.1	-0.6	-4	-1.0	6	-1	.
Cn1c2ccccc2c2cc(C(=O)OCC(=O)N3CC(=O)Nc4ccccc43)sc21	-0.2	3	47	-0.5	-0.5	-47	-1.3	-1	.	-1
Cc1sc2ncn(CC(=O)NCCc3ccccc3)c(=O)c2c1C	3.3	-1	-26	-0.7	0.1	26	-0.3	-5	7	-3
CCOc1ccc(NC(=O)CCNC(=O)C2CCN(S(=O)(=O)c3ccccc3)CC2)cc1	-0.1	8	-3	-1.0	1.0	3	2.4	-7	-1	0
Cc1sc2ncn(CC(=O)N3CCC(C(N)=O)CC3)c(=O)c2c1S(=O)(=O)N1CC(C)CC(C)C1 (centres undefined)	0.6	-4	0	-2.3	-0.1	0	2.9	7	-2	-4
CC(C)(C)OC(=O)NCc1ccc(CNC(=O)c2[nH]cnc2C(=O)N[C@@H](Cc2ccccc2)C(=O)OCc2ccccc2)cc1	3.5	-11	-13	1.1	-2.0	13	4.9	-3	-5	-4
CCOc1ccc(Nc2ccc3nonc3c2[N+](=O)[O-])cc1	2.0	2	21	-0.4	-0.5	-21	2.4	-5	3	.
COc1ccc(Cc2n[nH]c(=S)n2NC(=O)Nc2ccc(C)cc2)cc1	4.1	11	11	-2.7	-0.2	-11	3.5	50	6	-6
COc1cccc(-c2cc(C(=O)Nc3ccc([N+](=O)[O-])cn3)c3ccccc3n2)c1	1.4	-2	.	-1.7	0.4	.	1.3	8	.	0
COc1ccc(NS(=O)(=O)c2ccc(C)c(C(=O)N3CCC3)c2)cc1	-0.1	-12	-8	-1.7	2.3	8	4.5	-2	1	3
O=C(COCC(=O)N/N=C/c1ccccc1F)N/N=C/c1ccccc1F	1.4	2	-21	-1.9	1.9	21	1.4	-2	-1	-1
CC(C)N(CCc1ccncc1)C(=O)Nc1ccc(F)cc1	4.0	3	-1	-0.2	-0.9	1	-0.3	.	-2	.
O=C(NC1CCCCC1)c1cccnc1Sc1ccccc1Cl	-0.5	0	.	-3.1	0.8	.	2.5	-2	-3	-2
Cn1c(Cn2c(=O)sc3ccccc32)nnc1SCc1cccc(F)c1	1.4	9	-7	0.6	3.4	7	1.6	-2	3	-2
Cc1ccc(-c2ccc(/C=C/C(=O)c3ccccc3)o2)cc1	2.0	-10	-8	0.0	0.5	8	5.1	?	7	-3
CCOC(=O)/C(=N\NC(=O)c1ccccc1)c1ccccc1	0.5	-1	17	-0.7	-1.2	-17	2.6	-8	.	5
OC(COc1cccc(OCC(O)CN2CCCC2)c1)CN1CCCC1 (centres undefined)	4.2	2	-1	-0.8	-3.4	1	-0.6	6	-2	-4
CC(C)CC(N=C1NC(C)(C)Cc2ccccc21)C(=O)O (centres undefined)	-0.6	3	-20	-0.3	0.1	20	1.2	-10	.	.
CCOc1ccc(S(=O)(=O)N2CCC(C(=O)N3CCN(c4ccccc4F)CC3)CC2)cc1C	1.7	6	21	-1.0	-0.8	-21	2.1	-29	1	-2
Cc1ccc(NC(=S)NCCN2CCOCC2)cc1	-1.1	-6	.	-0.9	4.0	.	0.8	5	.	4
O=C(c1ccc(NC(=O)C2(c3ccccc3)CCCC2)cc1)N1CCOCC1	0.1	.	.	.	2.4	.	1.1	.	-4	.
CC1CCCCC1NC(=O)C1CCN(c2c3c(nc4ncnn24)CCC3)CC1 (centres undefined)	0.6	5	4	-2.0	-1.7	-4	-1.0	-1	0	-5
O=C(Nc1nncs1)C12CC3CC(CC(Cl)(C3)C1)C2	1.2	-7	-36	-1.2	.	36	.	.	1	-6
CCOc1cc(CN2CCN(c3cccc(C(F)(F)F)c3)CC2)ccc1OC	-0.9	5	5	-0.4	-1.7	-5	-0.2	15	.	-3
COCCn1c(SCc2nnc(-c3ccc(OC)c(OC)c3)o2)nnc1-c1ccncc1	2.5	4	-9	0.5	-1.4	9	1.5	-3	1	1
c1cncc(-c2noc(-c3ccco3)n2)c1	-0.1	-1	-17	.	1.4	17	2.1	73	.	0
COC(=O)c1c(C)oc(C)c1S(=O)(=O)NCC1CC1	4.2	-7	-8	-0.1	0.2	8	1.3	0	-1	-4
Cc1ccc(C)c(N2N=C(C(=O)N(CC(C)C)c3c(N)n(Cc4ccccc4)c(=O)[nH]c3=O)CCC2=O)c1	0.3	1	-33	-0.1	-1.4	.	4.3	-2	-3	.
CCCOC(=O)c1ccc(S(N)(=O)=O)o1	1.1	-1	-16	0.0	1.0	16	3.5	34	-3	1
Cc1cc(C)c(C(=O)c2cccs2)c(C)c1	3.9	-3	3	-0.7	.	-3	.	-7	-2	1
CN(C(=O)CSc1nncn1-c1ccccc1)c1ccccc1	1.2	5	.	-1.0	1.2	.	-2.5	12	-3	.
COC(=O)c1c(CSc2ccc(Cl)cc2)noc1C(=O)NCc1ccco1	0.3	-3	6	-0.7	-3.0	-6	-2.8	2	-4	-2
CC1CCc2c(sc(NC(=O)CCC(=O)O)c2C(=O)NC2CC2)C1 (centres undefined)	0.7	-8	-11	-1.7	1.1	11	1.5	9	2	-2
CN1c2ccccc2N(C)C1c1ccc2c(c1)OCO2	1.7	11	8	-0.2	-1.6	-8	-1.0	.	.	-1
Cc1ccc(NC(=O)CN(C)S(=O)(=O)c2cccc3nsnc23)cc1C	0.9	2	-7	-1.1	0.6	7	4.0	-3	1	2
CCn1cc(CN2CCC(C(=O)Nc3ccc(Oc4ccccc4)nc3)CC2)cn1	1.6	-7	9	-0.5	-0.6	-9	1.3	-15	2	.
Cc1cccc(C)c1NC(=O)C(NC(=O)c1ccccn1)c1ccc([N+](=O)[O-])cc1 (centres undefined)	2.7	-1	4	-1.2	-2.5	-4	-0.7	-4	-5	2
COc1ccc(OC)c(-c2csc(N3CCC(c4ccccc4)CC3)n2)c1	4.9	-6	5	-2.0	3.0	-5	-0.7	-4	-1	-6
Clc1cc2cccnc2c2ncccc12	-0.6	-6	-10	-1.2	-4.7	10	-3.6	-55	-8	0
Cc1nc(C)c(Cc2ccccc2Cl)c(=O)[nH]1	4.2	-13	-39	0.4	-1.4	39	0.2	-7	-1	-2
CC1CC(C)CN(C(=O)c2ccc3c(c2)N(Cc2ccccc2)CCS3)C1 (centres undefined)	.	20	42	0.5	1.9	-42	5.1	.	.	.
Cc1cccc(C)c1N(CC(=O)N(C)Cc1ccccc1)S(C)(=O)=O	0.7	-3	4	-0.6	1.5	-4	-0.8	-4	0	1
COc1ccc(NC(=O)/C=C/c2ccco2)cn1	4.1	4	9	-1.2	-0.2	-9	-0.1	118*	?	-1
O=C(N/C(=C/c1ccco1)C(=O)N1CCc2ccccc21)c1ccco1	2.4	-10	7	-0.1	0.7	-7	5.2	.	0	-8
CCOC(=O)c1c(C)[nH]c(C)c1C(=O)COC(=O)c1cccs1	3.2	-4	2	0.4	2.8	-2	-2.0	-5	-3	-2
Cc1cccc(CCNC(=O)c2oc3c(C)c(C)ccc3c2C)n1	1.5	4	8	-1.6	-2.4	-8	0.8	31	-1	-7
C=C[C@@H]1c2c(F)cccc2N(S(=O)(=O)c2ccc(C)cc2)[C@H](c2ccc(OC(C)=O)cc2)C1(C#N)C#N	1.8	-7	-19	-0.9	0.2	19	1.4	-2	-3	-3
CC(CN1CCN(c2ccccc2)CC1)c1ccccc1 (centres undefined)	3.4	3	6	0.7	3.0	-6	2.6	7	.	-2
CCC(C(=O)NC1CCCC1)N(C(=O)Cn1nnc(-c2ccc(C)cc2)n1)C1CCCC1 (centres undefined)	0.6	0	39	-1.3	-2.5	-39	1.9	7	.	0
COc1cc2c(cc1OC)C(C)N(CCN1C(=O)c3ccccc3C1=O)CC2 (centres undefined)	-0.8	-4	13	1.1	-2.0	-13	1.4	6	1	-1
Cn1c(Cn2c(=O)sc3ccccc32)nnc1SCC(=O)NCc1ccc2c(c1)OCO2	2.0	8	-9	0.1	-3.1	9	3.4	-3	-1	-2
Fc1ccccc1CN1CCCCCCC1	-1.2	2	-25	-0.2	1.5	25	4.9	11	1	-1
CCOC(=O)C1C(=O)CC(C)(O)C(C(=O)OCC)C1c1cccs1 (centres undefined)	3.1	-16	1	0.9	-0.2	-1	1.1	4	.	0
COc1ccc(/C=N/NC(=O)c2cccnc2)cc1CN1CCN(c2ccc(F)cc2)CC1	3.6	-8	-8	-1.1	1.7	8	0.2	0	-1	-3
CCOc1ccc2nc(SCC(=O)Nc3nonc3C)[nH]c2c1	3.1	?	-11	-0.4	1.1	11	1.3	-10	-1	-1

The list goes on:
SMILES	phage Ecoli inh	Tat export inh	SR-BI DiI inh	CAL PDZ FP-1	E coli growth	SR-BI DiI-HDL act	AddAB inh	MITF TRPM1 HTS	Wnt bcat act	CAL PDZ FP-2
Cc1ccc(C(=O)NC(C)c2ccccc2)cc1Br (centres undefined)	1.7	10	-24	0.0	-0.6	24	3.8	-4	-2	1
CC(C)c1ccc2oc(=O)cc(CN3CCN(Cc4ccccc4)CC3)c2c1	0.9	5	.	-0.7	-0.2	.	-0.2	-7	-2	2
CCNC(=S)NNC(=O)c1ccccc1Cl	2.2	1	1	-0.1	-3.5	-1	0.3	-8	.	2
COC(=O)c1ccc(NC(=O)C2CCCN2C(=O)OCc2ccccc2)cc1 (centres undefined)	2.7	6	-1	-0.5	0.0	1	1.3	-9	-2	.
COc1cc2c3nnc(-c4ccc(F)cc4)c-3cn(Cc3cccc(F)c3)c2cc1OC	.	-9	-46	1.5	-0.1	46	3.4	-73	.	3
